ALOX12 inh: ALOX12 (human) lipoxygenase inhibition | hit rate 1.1% among 580,000 | Potency, µM (series often up to 108 µM), for inactives: at the top dose activity change, negative = inhibition, usual class: inhibitors | purified 12hLO, xylenol orange hydroperoxide absorbance | P18054; also: potency is read from the fitted curve at half-maximal effect; % is scaled to controls: 0 for no effect and ±100 for the full control effect
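Hydroperoxide product was detected by ferrous iron/xylenol orange as the 573 to 405 nm absorbance ratio. Arachidonic acid at 40 uM (final) was turned over for 30 min at room temperature by 150 nM human 12hLO, pH 7.0 Hepes buffer, after 15 min compound preincubation.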
RGS4 inh: inhibitors of human regulator of G protein signaling 4 | P49798 | Transcreener GDP fluorescence polarization, RGS4-accelerated GTP hydrolysis | Potency, µM (series often up to 114 µM), for the others: top-dose activity change, negative = inhibition, hits mostly inhibitors | hit rate 0.039% among 390,000; also: potency is read from the fitted curve at half-maximal effect; % is scaled to controls: 0 for no effect and ±100 for the full control effect; nearly all actives have a fitted effect of over 75% in size; some results filed as inactive show a strong effect at the top dose
Target sequence (P49798 whole entry, looked up): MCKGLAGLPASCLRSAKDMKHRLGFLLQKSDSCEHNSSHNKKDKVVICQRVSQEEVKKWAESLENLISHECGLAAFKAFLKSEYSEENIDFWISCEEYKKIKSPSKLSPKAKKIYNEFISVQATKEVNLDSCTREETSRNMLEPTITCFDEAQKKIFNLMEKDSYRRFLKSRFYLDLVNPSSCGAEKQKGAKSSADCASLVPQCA
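MLSMR compounds (23 nl, pin-transferred) preincubated 10 min at room temperature with a 500nM (2x) first reagent, then RGS4 at 900nM (2x) plus Transcreener GDP mix added; fluorescence polarization (620/688 nm) read before and after 90 min at 30 °C.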
APE1 inh: blocks human APE1 abasic DNA cleavage; recombinant APE1, TAMRA/BHQ-2 abasic DNA cleavage fluorescence; P27695; hit rate 0.35% among 350,000; Potency, µM (highest dose often 65.8 µM), inactives show at the top dose activity change, negative = inhibition, usual class: inhibitors;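 also: potency is read from the fitted curve at half-maximal effect; plate controls were vehicle for no effect and reference inhibitor for full effect; nearly all actives have a fitted effect of over 55% in size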
Target sequence (P27695 whole entry, looked up): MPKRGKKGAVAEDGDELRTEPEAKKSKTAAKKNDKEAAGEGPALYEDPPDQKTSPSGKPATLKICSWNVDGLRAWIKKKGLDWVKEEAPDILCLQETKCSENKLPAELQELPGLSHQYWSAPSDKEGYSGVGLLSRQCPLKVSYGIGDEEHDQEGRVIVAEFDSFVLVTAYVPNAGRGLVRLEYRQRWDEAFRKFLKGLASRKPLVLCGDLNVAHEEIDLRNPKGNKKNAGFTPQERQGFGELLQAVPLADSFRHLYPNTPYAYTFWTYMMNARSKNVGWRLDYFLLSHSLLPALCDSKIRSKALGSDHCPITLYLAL
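Readout is kinetic fluorescence (ex 525, em 598 nm) from cleavage of 50 nM TAMRA/BHQ-2 THF abasic duplex by 0.75 nM APE1, compound added 15 min beforehand at RT.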
POLH inh: blocks human DNA polymerase eta activity; hit rate 1.2% among 390,000; Potency, µM (titrated, usually from 114 µM), inactives show top-dose activity change, negative = inhibition, usual class: inhibitors; AID 588591; recombinant Pol eta, fluorescent DNA replication assay; also: potency is read from the fitted curve at half-maximal effect; % is scaled to controls: 0 for no effect and ±100 for the full control effect
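Pol eta at 10 nM preincubated with compounds 15 min at room temperature; reaction started with fluorescent substrate (50 nM final) and read kinetically at 0 and 10 min.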
Pol kappa inh: blocks human DNA polymerase kappa activity; Potency, µM (highest dose often 107 µM), for the others: at the top dose activity, negative = inhibition, usual class: inhibitors; AID 588579; Q9UBT6; hit rate 0.53% among 400,000; purified Pol kappa, fluorescent DNA synthesis assay, 10 min; also: potency is read from the fitted curve at half-maximal effect; % is scaled to controls: 0 for no effect and ±100 for the full control effect
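Kinetic fluorescence screen: compound preincubated 15 min RT with 10 nM enzyme; 50 nM substrate (final) initiates; reads at 0/10 min.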
Pol beta inh: DNA polymerase beta (human) inhibition; Potency, µM (doses to about 114 µM), for the others: at the highest dose activity change, negative = inhibition, usual class: inhibitors; Pol beta primer extension/strand displacement, fluorescence kinetic; hit rate 1.3% among 340,000; also: potency is read from the fitted curve at half-maximal effect; % is scaled to controls: 0 for no effect and ±100 for the full control effect
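Curves were derived by four-parameter Hill fits of normalized qHTS data. The kinetic fluorescent primer-extension read was taken at 0 and 10 min after 50 nM substrate, following a 15 min room-temperature preincubation of 10 nM enzyme with compounds.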
Apoferritin bind: candidate novel general anesthetic via apoferritin binding. P02791. apoferritin/1-aminoanthracene competitive binding, fluorescence. Potency, µM (top dose mostly 77.5 µM), without a hit: at the top dose activity change, negative = displacement, actives largely listed as inhibitors. hit rate 0.074% among 350,000; also: potency is read from the fitted curve at half-maximal effect; % is scaled to controls: 0 for no effect and ±100 for the full control effect; nearly all actives have a fitted effect of over 20% in size
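Probe: 1-aminoanthracene (50% saturated, PBS). Protein: horse-spleen apoferritin, 10 uM. Incubation: 10 min, room temperature. Detection: 380 nm excitation, 535 nm emission. Analysis: normalized response, four-parameter Hill.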
ERG-DNA inh: ERG Ets/DNA interaction inhibition | AID 624246 | fluorescence polarization, His-ERG Ets domain / labelled DNA | Potency, µM (titrated, usually from 76.9 µM), without a hit: at the highest dose FP activity, negative = inhibition, hits mostly inhibitors | P11308 | hit rate 0.028% among 370,000; active = well fitted inhibition curve with a large enough effect in the polarisation, with a control signal flat; inconclusive = small, poorly fitted or top-dose-only effect, or effect the other way, or a change in a side signal; inactive = no such curve, though single readings can be large or run the other way; the % refers to the polarisation;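 also: polarization taken with two DNA probes labelled with fluorescein and Texas red; potency is read from the fitted curve at half-maximal effect; % of control where 0% means no effect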
Target sequence (P11308 whole entry, looked up, the tested form may be a part): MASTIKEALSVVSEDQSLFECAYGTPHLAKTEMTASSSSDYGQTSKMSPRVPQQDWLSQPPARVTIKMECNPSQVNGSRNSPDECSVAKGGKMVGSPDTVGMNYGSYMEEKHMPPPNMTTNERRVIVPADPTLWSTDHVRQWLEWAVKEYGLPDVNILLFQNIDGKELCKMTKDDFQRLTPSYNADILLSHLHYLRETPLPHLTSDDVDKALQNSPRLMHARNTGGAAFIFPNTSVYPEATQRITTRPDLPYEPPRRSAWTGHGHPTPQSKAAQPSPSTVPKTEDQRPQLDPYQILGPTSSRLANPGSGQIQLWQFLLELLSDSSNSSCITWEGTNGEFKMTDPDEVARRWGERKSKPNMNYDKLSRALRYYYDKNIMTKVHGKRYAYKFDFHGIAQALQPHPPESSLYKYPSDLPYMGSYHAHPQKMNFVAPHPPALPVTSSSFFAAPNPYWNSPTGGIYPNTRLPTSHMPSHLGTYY
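His-tagged ERG Ets domain (1 uM in the protein solution; 300mM KCl, 50mM Tris-HCl, 1mM EDTA, 1mM DTT, pH 7.5) received compound, then a probe mix of 5 nM fluorescein-DNA and 100nM Texas-615-DNA. Fluorescence polarization was read for both dyes.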
LDHA inh: blocks human lactate dehydrogenase A | AID 1347041 | P00338 | activity change, % (values are at about 110 or 230 µM) | purified LDHA, NADH/diaphorase-resazurin fluorescence; active compounds read low | hit rate 0.15% among 480,000; in the data active = activity change below about -30%; inconclusive = mostly about -25% to -30%;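 also: plate controls were DMSO wells for no effect and wells without enzyme for full effect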
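Human LDH5 (2 nM) was incubated with 0.06 mM NADH and 0.2 mM pyruvate for 5 min at room temperature in Tris pH 7.4. Remaining NADH was coupled through diaphorase/resazurin, and resorufin fluorescence was read at 0 and 20 min.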
Active calls of the source: *; ? = inconclusive; / = not tested or not shown; & = joins results of further samples; [ ] = remark or other dose. Unless noted, calls follow the shape of the dose curve; as a rule, active = well fitted curve in the direction sought with a large enough effect; inconclusive = small, poorly fitted or top-dose-only effect, or another doubt; inactive = no such curve, though single readings can be large; an effect the other way counts as inactive or inconclusive. This is a subset; count on the stated rates, not on these rows.

SMILES	ALOX12 inh	RGS4 inh	APE1 inh	POLH inh	Pol kappa inh	Pol beta inh	Apoferritin bind	ERG-DNA inh	LDHA inh
O=C(CCCN1C(=O)c2ccccc2C1=O)Nc1ccc(Br)cn1	7%	0%	4%	-18%	-2%	10%	5%	-7%	-3
CCOC(=O)c1ccc(NC(=O)COc2ccc(-n3cnnn3)cc2)cc1	10%	-28%	-9%	?	-16%	32µM*	-3%	7%	-1
O=C(Nc1cccc(S(=O)(=O)N2CCOCC2)c1)c1cccc(S(=O)(=O)N2CCCC2)c1	8%	9%	7%	-23%	-14%	/	/	-1%	-6
CN(C(=O)CSc1nc(-c2cccs2)nc2ccccc12)C1CCS(=O)(=O)C1 (centres undefined)	2%	-7%	-1%	-6%	-7%	/	/	3%	-6
CCc1cc2c(=O)n(Cc3ccco3)c(SCC(=O)N3CCCc4ccccc43)nc2s1	-4%	?	6%	-11%	?	1%	1%	0%	-10
CC(C)CN(C(=O)CN1C(=O)NC2(CCc3ccccc32)C1=O)C1CCS(=O)(=O)C1 (centres undefined)	0%	-14%	-10%	-17%	10%	/	/	-1%	0
c1ccc(SCc2cc(-c3ccccc3)no2)cc1	5%	11%	7%	-10%	-14%	41%	-14%	3%	-5
COc1cc(NC(=O)C2CCN(S(=O)(=O)c3c(C)noc3/C=C/c3cccs3)CC2)cc(OC)c1	?	4%	/	-10%	-30%	18%	-8%	0%	0
COc1cc(NC(=O)Cn2c(=O)nc(-c3ccccc3F)c3cc(Cl)ccc32)cc(OC)c1	?	21%	/	-5%	-10%[60.1 µM]	13%	43%[activator]	5%	-4
CC[C@]1(C(=O)OC)[C@H]2C(=O)N(Cc3ccccc3)C(=O)[C@H]2[C@H]2CN(C)C(=NC)N21	/	10%	2%	-15%	-6%	/	/	15%	-5
CCC(=O)NC(Nc1cc(C)ccn1)(C(F)(F)F)C(F)(F)F	3%[57.4 µM]	-15%	2%	-10%	-9%	5%	-12%	-1%	-10
Cc1nc(NC(=O)COC(=O)C(NC(=O)c2ccco2)C(C)C)c(Cl)cc1Cl (centres undefined)	-14%	-11%	10%	-12%	3%	9%	-3%	-4%	-5
CCOC(=O)c1ccc(NC(=S)Nc2ccc(Cl)cn2)cc1	?	3%	3%	6%	-9%	20%	-5%	10%	0
Cc1ccc(SC[C@H](CC(C)C)N2CCN(CCc3ccccc3)CCC2=O)cc1	-11%	12%	12%	-12%	-12%	-3%	3%	9%	1
Clc1ccc(Cn2ccc(-c3ccc4c(c3)OCO4)n2)cc1Cl	0%	-3%	7%	-20%	-14%	10%	32%[activator]	-2%	-11
Cc1ccc(-n2ncc3c2CC(C)(C)CC3NC(=O)CCCN2CCCCC2=O)cc1 (centres undefined)	4%	-30%[56.9 µM]	17%	-5%	-10%	-16%	-5%	-2%	-8
CCN(CC(=O)Nc1cc(S(=O)(=O)N2CCOCC2)ccc1Cl)Cc1ccccc1	14%	9%	7%	-18%	-13%	/	/	-12%	-7
CC1N(C(=O)N2CCOCC2)CCN1S(=O)(=O)c1cccc(C(F)(F)F)c1 (centres undefined)	15%	23%	17%	-2%	-3%	14%	4%	3%	-5
COc1ccc(Cn2nnnc2C(CC(C)C)N2CCN(c3ccccc3)CC2)cc1 (centres undefined)	-1%	-14%	-4%	-21%	-5%	9%	115%[activator]	-5%	1
O=C(NC1CCC(O)CC1)c1ccc(NS(=O)(=O)c2cccc([N+](=O)[O-])c2)cc1 (centres undefined)	337%[activator]	-15%	34%	-6%	9%	/	/	-10%	0
CS(=O)(=O)N(CC(=O)NCCc1ccccc1)c1cc(C(F)(F)F)ccc1Cl	0%	7%	/	-14%	-1%	-8%	-5%	5%	-8
Cc1cc(CN(C)Cc2cn(C)nc2-c2ccc(Oc3ccccc3)cc2)on1	-1%	1%	-6%	-18%	-14%	-29%	-14%	-9%	-6
O=C(NCc1ccccc1)C1CCCN1C(=O)Nc1ccccc1[N+](=O)[O-] (centres undefined)	1%	9%	30%	-9%	7%	12%	-14%	-6%	0
O=C(CCC(=O)Nc1cc(C(F)(F)F)ccc1Cl)N/N=C\c1cc([N+](=O)[O-])ccc1O	85%[activator]	15%	13%	-6%	-7%	0%	-15%	17%	-2
Cn1c(N)c(C(=O)COC(=O)c2cccs2)c(=O)n(C)c1=O	203%[activator]	17%	?	-8%	-15%	-10%	6%	2%	-15
CCCN(CC1CC1)C(=S)NC(=O)C1CC1	3%	16%	?	8%	-2%	22%	-7%	-11%	-18
Cc1sc(NC(=S)NC(=O)CCc2ccccc2)c(C(N)=O)c1C	-14%	-29%	?	?	-7%	0%	-12%	-8%	-14
CS(=O)(=O)c1ccc(C(=O)CN2C(=O)NC3(CCCc4ccccc43)C2=O)cc1 (centres undefined)	-17%	-2%	13%	-22%	-18%	/	/	16%	-2
CCCNC(=S)N1CCC(n2cnc3ccccc32)CC1	2%	-27%	4%	-6%	-7%	-15%	-4%	7%	-1
Cc1cc(NO)c(C(C)C)cc1N=O	-16%	9%	16%	-10%	-4%	49%	4%	8%	-2
COc1ccc(CN2[C@@H](CC(=O)O)c3cc(C(F)(F)F)ccc3S2(=O)=O)cc1	26%	11%	/	-3%	-2%&-14%	/	/	-3%	-14
Fc1cc(F)c2nc(N3CCCC3)sc2c1	3%	-15%	-2%	-18%	-13%	8%	-6%	-5%	-4
COc1ccc(NC(=O)CSc2nnc(-c3ccncc3)n2-c2ccccc2)cc1	-1%	-17%	/	5%	-12%[60.1 µM]	-10%	3%	-3%	2
Fc1ccc(-n2[nH]nnc2=S)cc1N1CCCC1	8.9µM*	-42%	10%	3%	-3%[60.1 µM]	-4%	-15%	/	3
CCNC(=O)C12CCC(C)(C(=O)O1)C2(C)C (centres undefined)	13%	6%	1%	-10%	4%	16%	-10%	-3%	-13
CCn1nc(C(=O)Nc2ccccc2N2CCCC2)c2ccccc2c1=O	?	-11%	-6%	-21%	3%	/	/	2%	-1
COc1ccc(-c2n[nH]c(C)c2-c2cscn2)c(O)c1	-2%	8%[11.4 µM]	-2%	29%	-6%	10%	-5%	0%	-1
COc1ccc(CCNCC(O)COc2ccc(OC)cc2C(C)(C)C)cc1 (centres undefined)	?	-1%	-6%	-30%	5%	-2%	-12%	-3%	-11
CCOC(=O)/C(C#N)=C/c1cn(CCC(=O)O)nc1-c1ccc(OC)cc1	-12%	-10%	0%	-10%	5%	2%	-15%	0%	-3
CCOC(=O)c1ccc(S(=O)(=O)N2CC(=O)Nc3ccccc32)cc1	?	-14%	28%	?	-10%	-12%	-2%	6%	-1
Cc1ccc(-c2nsc(SCC(=O)NCC3CCCO3)n2)cc1 (centres undefined)	-8%	7%	-1%	-4%	-6%	25%	-11%	1%	-6
N#C/C(=C\Nc1ccccc1O)c1nc2ccccc2o1	?	-14%	-2%	-9%	-12%	4%	-15%	4%	-9
CC(=O)c1cccc(NC(=O)C(=O)Nc2cccc3ccccc23)c1	-3%	-10%	1%	-14%	-2%	4%	-12%	9%	2
CCOC(=O)C(CC(C)C)CP(=O)(O)CNC(=O)OCc1ccccc1 (centres undefined)	-25%	11%	2%	-18%	-9%	40%	-7%	-13%	-8
COc1ccccc1CNc1nc2ccc(C)cc2n2nnnc12	-3%	-12%	/	-8%	-20%	2%	-9%	3%	1
Cc1nn(-c2ccc(F)cc2)c(-n2cccc2)c1C(=O)NCCCN1CCN(c2ccccc2F)CC1	?	0%	/	-21%	-18%	2%	-8%	-3%	-5
O/N=C(/Cc1ccccn1)c1ccccc1	4%	-2%	13%	-10%	0%	4%	-9%	0%	-2
Cc1cccc(NC(=O)c2oc3ccccc3c2NC(=O)c2cc(=O)c3ccccc3o2)c1	-18%	10%	/	-17%	12%	12%	0%	0%	-4
CC(C)C1CC(CCNCc2ccc3c(c2)OCO3)(c2ccccc2)CCO1 (centres undefined)	0%	10%	-1%	-14%	-10%	22%	-10%	2%	-6
CC(C)Sc1cc(N2CCCC2)nc(-c2ccccc2Cl)n1	3%	8%	0%	-16%	-12%	-2%	2%	-13%	-5
C=CCN1C(=O)c2ccc(C(=O)OCC(=O)Nc3ccc(S(N)(=O)=O)cc3)cc2C1=O	?	-6%	-5%	-1%	-19%	/	/	-4%	-11
COc1ccc(CCNC(=O)c2cc3c(=O)n4ccccc4nc3n(CC3CCCO3)c2=N)cc1 (centres undefined)	-28%	-4%	/	-17%	-8%	/	/	5%	0
COc1ccc(CN2CCN(C(=O)c3cc(-c4cccnc4)nc4ccc(Cl)cc34)CC2)c(OC)c1OC	10%	14%	8%	-16%	-10%	18%	-18%	0%	-4
COc1cc2nc(SCC(=O)Nc3cccc(C)c3)n3nc(CCn4c(C)nc5ccccc54)nc3c2cc1OC	-11%	17%	/	/	-14%	26%	-12%	3%	-4

Full records as entered above.
C=CCN1C(=O)c2ccc(C(=O)OCC(=O)Nc3ccc(S(N)(=O)=O)cc3)cc2C1=O is listed as ALOX12 inh: ?; RGS4 inh: -6%; APE1 inh: -5%; POLH inh: -1%; Pol kappa inh: -19%; Pol beta inh: /; Apoferritin bind: /; ERG-DNA inh: -4%; LDHA inh: -11
O/N=C(/Cc1ccccn1)c1ccccc1 is listed as ALOX12 inh: 4%; RGS4 inh: -2%; APE1 inh: 13%; POLH inh: -10%; Pol kappa inh: 0%; Pol beta inh: 4%; Apoferritin bind: -9%; ERG-DNA inh: 0%; LDHA inh: -2
